Tb PYK inh – qHTS of Trypanosoma Brucei Inhibitors; pyruvate kinase (Trypanosoma brucei), Q57TT1; TbPYK enzyme, Kinase-Glo Plus ATP luminescence, 45 min; Potency, µM (doses to about 76.8 µM), for inactives: top-dose activity, negative = inhibition, hits mostly inhibitors; 0.12% of 410,000 active; AID 624173, 2012; also: nearly all actives have a fitted effect of over 50% in size
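Luminescence from Kinase-Glo Plus, added after a 45-minute room-temperature reaction, served as the end-point read-out. The enzyme and substrate were preincubated with compound before ADP (130 uM final) initiated turnover. Concentration-effect curves came from normalized qHTS data.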
LmPK inhibitor – qHTS Assay for Inhibitors of Leishmania Mexicana Pyruvate Kinase (LmPK); Q27686; purified LmPK, Kinase-Glo ATP luminescence, 1 h; Potency, µM (highest dose often 57.5 µM), without a hit: at the highest dose activity change, negative = inhibition, usual class: inhibitors; 0.37% of 290,000 active
Target sequence (Q27686 whole entry, looked up): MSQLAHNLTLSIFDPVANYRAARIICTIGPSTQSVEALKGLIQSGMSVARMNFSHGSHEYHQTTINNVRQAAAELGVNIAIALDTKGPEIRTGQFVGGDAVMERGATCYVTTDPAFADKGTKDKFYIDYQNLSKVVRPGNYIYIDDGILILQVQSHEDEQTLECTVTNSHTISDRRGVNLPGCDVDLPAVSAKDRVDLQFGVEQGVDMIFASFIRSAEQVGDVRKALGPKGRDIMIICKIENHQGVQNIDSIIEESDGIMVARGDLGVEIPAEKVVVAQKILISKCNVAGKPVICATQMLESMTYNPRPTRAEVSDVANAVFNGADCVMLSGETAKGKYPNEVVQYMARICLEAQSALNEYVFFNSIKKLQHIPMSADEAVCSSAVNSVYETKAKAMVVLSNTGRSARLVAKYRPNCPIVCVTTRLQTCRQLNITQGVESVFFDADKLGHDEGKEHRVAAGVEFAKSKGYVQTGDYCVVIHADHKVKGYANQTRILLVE
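Pyruvate kinase activity monitored as ATP production (luciferase luminescence). Conditions: 0.1 nM enzyme, 0.5 mM PEP, 0.1 mM ADP, 1 h, RT; normalized against uninhibited and no-enzyme wells.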
Pf growth 48h – Primary qHTS for delayed death inhibitors of the malarial parasite plastid, 48 hour incubation; P. falciparum luciferase growth in erythrocytes, 48 h; Potency, µM (series often up to 28.7 µM), without a hit: top-dose activity change, negative = inhibition, actives largely listed as inhibitors; 5.9% of 310,000 active; AID 504832, 2011
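In quantitative HTS format, infected erythrocytes bearing luciferase-reporter parasites were treated for a single generation at 37 C. Luminescence after adding detection reagent served as the growth measure.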
Sm TGR block – qHTS Assay for the Inhibitors of Schistosoma Mansoni Peroxiredoxins; purified TGR, DTNB reduction, TNB absorbance 405 nm; Potency, µM (doses to about 114 µM), for the others: at the highest dose activity change, negative = inhibition, most hits filed as inhibitors; 3% of 360,000 active; AID 485364, 2010; also: nearly all actives have a fitted effect of over 60% in size
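TGR 20 nM + NADPH 100 uM (dispensed conc.), cpd preinc 15 min RT; start with NADPH (500 uM addition) then DTNB (15 mM addition). Kinetic TNB absorbance, 405 nm filter. Four-parameter Hill fit across titration.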
Pf growth 96h – Primary qHTS for delayed death inhibitors of the malarial parasite plastid, 96 hour incubation | P. falciparum luciferase reporter growth, 96 h | Potency, µM (highest dose often 28.7 µM), for inactives: top-dose activity change, negative = inhibition, usual class: inhibitors | 6.9% of 320,000 active | AID 504834, 2011
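P. falciparum expressing integrated firefly luciferase, in erythrocytes at 2% hematocrit, 0.05% parasitemia, incubated with compounds 96 h at 37 C, 5% CO2. Growth inhibition read as loss of luminescence; two-generation exposure targets delayed-death apicoplast inhibitors.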
HCV inhibitor – qHTS Assay for Inhibitors of Hepatitis C Virus (HCV). Potency, µM (highest dose often 41.8 µM), for the others: top-dose activity change, negative = inhibition, actives largely listed as inhibitors. 3.4% of 340,000 active. Huh7.5.1 HCVcc-Cre infection, luciferase reporter, 44 h
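Luciferase read-out (15 sec integration) after a 15 min room-temperature substrate step quantifies HCVcc-Cre infection. Cells, 1,000 per well, had compound added 4 h post-plating, then virus at ~0.5 moi, and were cultured 44 h.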
Active calls of the source: *; ? = inconclusive; / = not tested or not shown; & = joins results of further samples; [ ] = remark or other dose. Calls follow the shape of the dose curve; as a rule, active = well fitted curve in the direction sought with a large enough effect; inconclusive = small, poorly fitted or top-dose-only effect, or another doubt; inactive = no such curve, though single readings can be large; an effect the other way counts as inactive or inconclusive. % is scaled to controls: 0 for no effect and ±100 for the full control effect; potency is read from the fitted curve at half-maximal effect.

SMILES | Tb PYK inh | LmPK inhibitor | Pf growth 48h | Sm TGR block | Pf growth 96h | HCV inhibitor
Cc1ccc(N2C(=O)C3N=NN(CC(=O)N4N=C(c5cccc6ccccc56)CC4c4ccccc4)C3C2=O)cc1 (stereo not given) | 3% | -3% | 13µM* | ? | ? | ?
CN(C)/C=C/C(=O)c1cnc(-c2ccccc2)s1 | 11% | 10% | 197%[activator] | -19% | 206%[activator] | 7%
Cc1nn(CC(=O)NC(C)CCc2ccccc2)c(=O)c2nn(-c3ccccc3)c(C)c12 (stereo not given) | 10% | 9% | 7% | -24% | 8% | ?
Cc1ccc(CNC(=S)Nc2ccc(NS(=O)(=O)c3ccc(C)cc3)cc2)cc1 | -6% | 1% | -21% | 0% | 10µM* | -24%
COc1ccc(C(CCNCc2ccc(OC(C)C)cc2)C(C)C)cc1 (stereo not given) | 3% | 7% | ? | 8% | ? | ?
Fc1ccc(NC(=S)Nc2ccc(F)c(Cl)c2)cc1Cl | -4% | 3% | / | ? | ? | ?
Cc1cc(C(=O)CSc2nnc(Cc3ccccc3)o2)c(C)n1Cc1ccc2c(c1)OCO2 | 1% | 5% | 9.3µM* | -30% | ? | ?
O=C(Cc1cccs1)NCc1ccccc1F | -6% | 1% | 78%[activator] | -13% | / | 0%
N#CCc1ccc(NC(=O)Cn2c(=O)oc3ccccc32)cc1 | 9% | 0% | 9% | -25% | ? | 18%
O=C(OC1CCOC1=O)c1cc(S(=O)(=O)N2CCOCC2)c(Cl)cc1Cl (stereo not given) | 1% | / | -20% | -2% | -25% | 10%
COC(=O)c1ccccc1NC(=O)Cn1c(CCC(=O)O)ccc1-c1cccs1 | -8%&-5% | 0% | -16% | 50µM* | / | 0%
Cc1cc(N(CCCl)CCCl)ccc1/C=N/NC(=O)c1ccco1 | 1% | -3% | ? | -13% | ? | ?
Cc1cc(OCC(=O)OCC(=O)NC2CCCCCC2)ccc1Cl | 3% | / | 26% | -2% | 6% | 6%
CCOc1ccc(CNC(=O)C2CCN(C(=O)N3CC(C)Oc4ccccc43)CC2)cc1 (stereo not given) | -6% | -4% | ? | -8% | 20% | -23%
COc1cc(NC(=O)CN2C(=O)NC(C)(c3ccc4ccccc4c3)C2=O)c(C)cc1[N+](=O)[O-] (stereo not given) | 5% | -4% | ? | -3% | ? | ?
COc1cccc(-n2nnc3c(=O)n(Cc4cccc(F)c4)cnc32)c1 | 4% | 3% | 15% | 16% | ? | -2%
O=C(NCc1cccs1)c1cc(S(=O)(=O)N2CCCCC2)ccc1Cl | -4% | 7% | -1% | -1% | ? | 2%
O=C(Cn1cnc([N+](=O)[O-])c1)NCc1ccc(F)cc1 | 3% | -1% | 1% | 6% | 6.6µM* | 10%
O=C(NCc1ccccc1CN1CCCC1)c1cc2ccccc2o1 | -2% | / | ? | 1% | ? | ?
C/C(=C\C(=O)N1CCc2ccccc21)C(=O)O | 2% | 8% | 9% | -29% | 16% | -18%
COC(=O)CCc1sc(Nc2ccccc2)nc1-c1ccc(OC)cc1 | -5% | 3% | 128%[activator] | -20% | 2% | -21%
O=C1[C@@H]2[C@H]3CC[C@H](C3)[C@@H]2C(=O)N1O | -7% | 0% | 21% | -7% | 27% | 7%
COC(=O)C1=C(O)C2(C(=O)O)CC(C(=O)OC)=C(O)C(C(=O)O)(C1)C2 | -2% | 7% | ? | -1% | 3% | 15%
CCCCn1c(=O)[nH]c2nc3cc(N)ccc3nc2c1=O | -4% | 0% | 46%[activator] | -18% | ? | -22%
Cc1ccccc1OCC(=O)N/N=C/c1sc(=O)n(Cc2cccc(C(=O)O)c2)c1Cl | 5% | 6% | ? | ? | ? | ?

Molecules above that contain a furan ring, fused or not:
SMILES | Tb PYK inh | LmPK inhibitor | Pf growth 48h | Sm TGR block | Pf growth 96h | HCV inhibitor
Cc1cc(N(CCCl)CCCl)ccc1/C=N/NC(=O)c1ccco1 | 1% | -3% | ? | -13% | ? | ?
O=C(NCc1ccccc1CN1CCCC1)c1cc2ccccc2o1 | -2% | / | ? | 1% | ? | ?

Further entries.
SMILES | Tb PYK inh | LmPK inhibitor | Pf growth 48h | Sm TGR block | Pf growth 96h | HCV inhibitor
CS(=O)(=O)c1ccc(NC(=O)c2ccccc2-n2cnnn2)cc1 | 1% | / | ? | -11% | 3% | 12%
O=C(COC(=O)CN1C(=O)c2ccccc2C1=O)Nc1ccccc1[N+](=O)[O-] | 2% | / | 5% | -4% | -7% | 10%
COc1cccc(CNC(=O)c2cc(S(=O)(=O)N3CCOCC3)cn2C)c1 | 3% | -5% | 9% | -6% | ? | 6%
O=C(Nc1c2c(nn1-c1ccc(F)cc1)CS(=O)(=O)C2)c1ccc2c(c1)OCO2 | 1% | -1% | 63%[activator] | 9% | ? | -7%
CCCCOc1ccc(/C=N/NC(=O)c2nnn(-c3nonc3N)c2C)cc1 | 4% | 7% | 16% | -4% | 23% | ?
CCOc1ccc(N2C(=O)C3CCCN3C2=S)cc1 (stereo not given) | 4% | / | ? | 7% | -39% | 15%
NC(=O)[C@H]1CC2(CC(c3cccc(NC(=O)COc4ccc(Cl)cc4)c3)=NO2)CN1C(=O)c1ccc(Cl)cc1 (stereo not given in full) | 3% | 3% | 13µM* | 4% | ? | -30%
COc1ccc(/C=C2\SC(=O)N(CC(=O)NNC(=O)c3ccccc3O)C2=O)cc1 | 2% | 3% | 30%[activator] | -5% | 3.3µM* | -2%
Cn1c(CCCOc2ccc(Cl)cc2Cl)nnc1SCC(=O)Nc1nccs1 | 4% | -1% | / | 1% | 14% | ?
COCC(=O)Nc1ccc(-c2cn3cccnc3n2)cc1 | 3% | -10% | 65%[activator] | 6% | ? | 10%
NC(=O)CN1C(=O)C(=O)N(Cc2cccc(C(F)(F)F)c2)C1=O | 14% | -3% | -7%[0.00184 µM] | 0% | 48%[activator] | 9%
O=[N+]([O-])c1ccc(N2CCCC2)c2ccncc12 | -2% | -5% | ? | 3% | -6% | ?
C=CCN1C(=O)c2ccc(C(=O)N(C)CC(=O)Nc3ccc(OCC)c(OCC)c3)cc2C1=O | 4% | / | -12% | -14% | 4% | -28%
OCCOCCn1c2ccccc2c2ccccc21 | 0% | 3% | -7% | -5% | -3% | -22%
CCOC(=O)/C(C#N)=C/C=C1/C=CC=CN1C | -1% | 5% | 64%[activator] | -1% | 52%[activator] | -10%
O=C(CSc1nnc(CSc2nc3ccccc3s2)o1)NC1CCCCC1 | 0% | -1% | -27% | 4% | 48%[activator] | -2%
O=c1cnn([C@@H]2O[C@H](CO)[C@@H](O)[C@H]2O)c(=O)[nH]1 | -10% | 2% | 14% | 13% | -2% | -68%
O=C(Cc1ccc(-n2c(=O)[nH]c3ccsc3c2=O)cc1)NCc1cccnc1 | 3% | 1% | -2% | -6% | 49%[activator] | 20%
CCOc1cc(/C=C/C(=O)OCC(=O)NCc2ccco2)cc(Cl)c1OC | -1% | / | ? | -4% | 15% | ?
CN(C)S(=O)(=O)c1cccc(NC(=O)COC(=O)/C=C/c2ccc(Br)o2)c1 | -12% | -2% | 1% | 7.1µM* | 33%[activator] | -2%
O=C(CSC1CC(=O)N(CC(c2ccccc2)c2ccccc2)C1=O)Nc1ccc(Cl)cc1 (stereo not given) | 2% | 5% | 8% | ? | 44%[activator] | ?
CC(C)CN(C(=O)COc1ccc(Br)cc1C=O)C1CCS(=O)(=O)C1 (stereo not given) | 2% | / | ? | 8% | 0% | -20%
CCOc1ccc(N(C(=O)CNC(=O)c2ccco2)C(C(=O)NCC2CCCO2)c2ccccc2)cc1 (stereo not given) | -2% | -1% | ? | -8% | 11% | -21%
COc1cc(/C=C/c2ccc(O)cc2)cc(OC)c1 | -5% | 0% | / | 0% | / | 13µM*
CCCCN(C(=O)CNC(=O)c1cccs1)C(C(=O)NC1CCCCC1)c1cccnc1 (stereo not given) | -2% | 2% | -22% | -10% | 19% | ?
Next section
SMILES | Tb PYK inh | LmPK inhibitor | Pf growth 48h | Sm TGR block | Pf growth 96h | HCV inhibitor
CC(=O)Nc1nnc(SCC(=O)NCCOc2ccccc2)s1 | -11% | 2% | 11% | -4% | 30% | 5%
COC(=O)Cc1ccc(OC(=O)CCS(=O)(=O)c2ccc(C)cc2)cc1 | 1% | / | -20% | -17% | 0% | 8%
COc1cccc(NC(=O)CN(C)C(=O)c2ccc3ccccc3c2)c1 | 5% | -1% | / | -7% | -7% | 14%
Nc1ccc(/C=C/c2ccc(N)cc2S(=O)(=O)O)c(S(=O)(=O)O)c1 | ? | / | -9% | / | 3% | /
Cn1c(-c2ccccc2)cnc1NCc1ccccc1 | 6% | -4% | 12% | -8% | -5% | -13%
Cc1ccccc1NS(=O)(=O)c1ccc(NC(=O)CSCc2ccc(Br)cc2)cc1 | -4% | 2% | ? | 5% | 0% | 0%
O=C1CC(c2c(F)cccc2Cl)C(n2cncn2)C(O)=C1C1NCCc2ccccc21 (stereo not given) | -2% | 1% | / | -1% | ? | 14%
NCC12CC3CC(C1)CC(CN)(C3)C2 | -18% | -1% | -10% | 4% | -21% | -1%

Molecules above that have an aryl methoxy group:
SMILES | Tb PYK inh | LmPK inhibitor | Pf growth 48h | Sm TGR block | Pf growth 96h | HCV inhibitor
COc1ccc(C(CCNCc2ccc(OC(C)C)cc2)C(C)C)cc1 (stereo not given) | 3% | 7% | ? | 8% | ? | ?
COc1cc(NC(=O)CN2C(=O)NC(C)(c3ccc4ccccc4c3)C2=O)c(C)cc1[N+](=O)[O-] (stereo not given) | 5% | -4% | ? | -3% | ? | ?
COc1cccc(-n2nnc3c(=O)n(Cc4cccc(F)c4)cnc32)c1 | 4% | 3% | 15% | 16% | ? | -2%
COC(=O)CCc1sc(Nc2ccccc2)nc1-c1ccc(OC)cc1 | -5% | 3% | 128%[activator] | -20% | 2% | -21%
COc1cccc(CNC(=O)c2cc(S(=O)(=O)N3CCOCC3)cn2C)c1 | 3% | -5% | 9% | -6% | ? | 6%
COc1ccc(/C=C2\SC(=O)N(CC(=O)NNC(=O)c3ccccc3O)C2=O)cc1 | 2% | 3% | 30%[activator] | -5% | 3.3µM* | -2%
CCOc1cc(/C=C/C(=O)OCC(=O)NCc2ccco2)cc(Cl)c1OC | -1% | / | ? | -4% | 15% | ?
COc1cc(/C=C/c2ccc(O)cc2)cc(OC)c1 | -5% | 0% | / | 0% | / | 13µM*
COc1cccc(NC(=O)CN(C)C(=O)c2ccc3ccccc3c2)c1 | 5% | -1% | / | -7% | -7% | 14%
